# Screens deposited in PubChem by several laboratories.
# SUMO1-SIM PPI: modulators of human SUMO1-mediated protein-protein interactions. actives 0.33% (n = 360,000). inhibition, % at 20 µM. SUMO1 binding to a labelled peptide, TR-FRET, 1 h; in the data active = inhibition above about 37%
# Target sequence (P63165 whole entry, looked up): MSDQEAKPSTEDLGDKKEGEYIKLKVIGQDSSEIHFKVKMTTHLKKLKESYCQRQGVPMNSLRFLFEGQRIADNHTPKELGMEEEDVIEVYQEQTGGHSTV
# DNMT1 inh: inhibitors of human DNMT1. DNMT1 molecular beacon, Hinp1I cleavage, fluorescence. actives 0.83% (n = 360,000). inhibition (reported as % activation of signal), % at 10 µM. AID 588458; in the data active = inhibition above about 50%
# MsrA inhibitor: inhibitors of bovine MsrA; inhibition, % at 15.5 µM; actives 0.75% (n = 360,000); purified bovine MsrA, absorbance read-out; AID 651718; in the data active = inhibition above about 4.5%;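 note: 0% = vehicle wells with enzyme and 100% = reference inhibitor wells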
# NadD inh: blocks S. aureus nicotinate mononucleotide adenylyltransferase | purified NadD enzyme, colorimetric absorbance read-out | AID 602399 | actives 0.78% (n = 360,000) | inhibition, % at 20 µM; in the data active = inhibition above about 26%; note: some compounds past the cut are filed as inactive
# Rpn11 inh: blocks the human proteasome subunit Rpn11. actives 0.59% (n = 360,000). human 26S proteasome, Ub4-pepOG fluorescence polarization; 20S core pre-blocked with epoxomicin. calls only at 20 µM. AID 588493. O00487;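 active = inhibition at 20 µM, scaled to each plate's controls, above about 33%, limit read from the data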
# Target sequence (O00487 whole entry, looked up): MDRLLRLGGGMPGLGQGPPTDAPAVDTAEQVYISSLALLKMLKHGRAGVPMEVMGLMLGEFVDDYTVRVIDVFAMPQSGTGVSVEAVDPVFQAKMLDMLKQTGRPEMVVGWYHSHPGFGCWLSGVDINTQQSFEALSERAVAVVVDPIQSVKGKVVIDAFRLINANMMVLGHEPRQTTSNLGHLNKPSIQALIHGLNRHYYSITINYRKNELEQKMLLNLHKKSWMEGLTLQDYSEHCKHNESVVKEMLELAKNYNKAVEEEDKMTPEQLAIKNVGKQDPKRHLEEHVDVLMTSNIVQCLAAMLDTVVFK
# CSN deneddyl inh: inhibitors of human CSN-mediated cullin deneddylation; Q92905; Purified CSN, SCF-Nedd8-OG deneddylation, fluorescence polarization; inhibition, % at 12.5 µM; actives 0.38% (n = 360,000);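 active = pattern-corrected inhibition above about 35%, with an unprinted fluorescence ratio check between 0.5 and 1.5, limit read from the data, passing the limit was not always enough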;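 note: 0% = enzyme with substrate and 100% = substrate without enzyme; some results filed as inactive read as strong as hits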
#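 Assay system: Purified human Csn5 enzyme expressed in HEK293T cells | Amount: Enzyme 0.24 nM | Measured by: Fluorescence polarization readout | Medium: Tris/NaCl/DTT buffer, pH 7.5 | Compound dosing: One concentration, 12.5 µM, 0.25% DMSO | Times: 90 min incubation of compound, enzyme and substrate at room temperature | Control set: no-enzyme wells high, enzyme-with-substrate wells low | Read-out: % inhibition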
# STEP inh: blocks human striatal-enriched tyrosine phosphatase; AID 588621; actives 0.25% (n = 360,000); inhibition, % at 20 µM; P54829; recombinant STEP, OMFP fluorogenic substrate, fluorescence;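 active = inhibition at 20 µM, scaled per plate between control wells, above about 37%, limit read from the data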;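 note: 0% = DMSO with enzyme and substrate and 100% = substrate only without enzyme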
# Target sequence (P54829 whole entry, looked up): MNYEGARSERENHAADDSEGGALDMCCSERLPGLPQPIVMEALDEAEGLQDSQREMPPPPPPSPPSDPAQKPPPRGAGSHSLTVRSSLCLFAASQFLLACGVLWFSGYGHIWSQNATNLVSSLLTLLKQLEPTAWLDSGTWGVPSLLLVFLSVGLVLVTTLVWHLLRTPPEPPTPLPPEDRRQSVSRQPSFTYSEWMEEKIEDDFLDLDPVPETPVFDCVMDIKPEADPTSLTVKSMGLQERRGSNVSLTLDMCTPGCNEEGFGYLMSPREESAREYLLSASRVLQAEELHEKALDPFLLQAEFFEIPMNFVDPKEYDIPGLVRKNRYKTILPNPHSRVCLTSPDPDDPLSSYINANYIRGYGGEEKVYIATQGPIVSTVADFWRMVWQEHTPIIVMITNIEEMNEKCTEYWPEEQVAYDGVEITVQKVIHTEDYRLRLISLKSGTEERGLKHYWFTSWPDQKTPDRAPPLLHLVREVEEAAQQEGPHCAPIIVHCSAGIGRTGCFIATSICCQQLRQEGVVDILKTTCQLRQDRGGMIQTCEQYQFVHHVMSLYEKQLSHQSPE
#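 Material: STEP (striatal-enriched tyrosine phosphatase) enzyme, cell-free; Compound dosing: 20 µM single dose in 1% DMSO; Technique: fluorescence read at 480 nm ex / 540 nm em; Times: reaction 20 min, ambient temperature; Medium: 50 mM Bis-Tris pH 6.0 with 2.5 mM DTT and 0.005% Tween 20; Also added: OMFP at 25 µM.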
# LMPTP block: blocks human LMPTP phosphatase | actives 0.22% (n = 360,000) | inhibition, % at 20 µM | recombinant LMPTP-A, OMFP fluorogenic substrate, fluorescence intensity | AID 651560;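 active = compounds that cut the enzyme signal by at least half of the control window in the single-dose screen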;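 note: plate controls were DMSO wells with enzyme plus substrate for no effect and substrate without enzyme for full effect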
#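 Assay system: LMPTP-A enzyme. Input: 0.625 nM LMPTP-A final. Probe or stimulus: 400 µM OMFP. Compound dosing: single 20 µM dose. Schedule: 50 min dark incubation at room temperature. Detection: fluorescence intensity of OMFP turnover product. Read-out: percent inhibition versus substrate-only and uninhibited controls. Benchmarks: no-enzyme low control, uninhibited high control.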
# Scp-1 inhibitor: blocks human Scp-1 phosphatase activity. Recombinant Scp1, phosphopeptide, malachite green phosphate absorbance. inhibition, % at 20 µM. actives 0.88% (n = 340,000);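 active = inhibition above about 50% at 20 µM, limit read from the data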;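 note: plate controls were DMSO wells with enzyme for no effect and wells lacking enzyme for full effect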
#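 Test system: SCP-1 phosphatase catalytic domain, residues 76-261; measured by: colorimetric phosphate reagent with accelerator and stabiliser, absorbance at 630 nm; timing: enzyme reaction 45 min at room temperature, colour 5 min, stabilisation 30 min; also added: Phosphorylated 17-residue peptide substrate; compound dosing: one concentration, 20 µM, with 1.0% DMSO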
# TbMetRS inhib: blocks T. brucei methionyl-tRNA synthetase activity | purified T. brucei MetRS, ATP depletion, Kinase-Glo luminescence | inhibition, % at 11.9 µM | actives 0.4% (n = 360,000);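 active = inhibition above a per-plate cutoff of the control wells' mean inhibition plus 3 SD, cut at about 5.5% in these data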;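 note: 0% = DMSO wells median and 100% = median of wells with control inhibitor compound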
#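 Dosing: 11.9 µM single point; system: parasite MetRS enzyme; technique: luminescence of leftover ATP; times: 15 min enzyme-compound preincubation, 2 h reaction, 10 min detection, 25 °C; replicates: each compound tested once; read-out basis: percent inhibition relative to median high and low control wells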
# * hit, by the source's call; i = inactive; x = no result given. Not all compounds are listed; rates above refer to the full screens.
SMILES,SUMO1-SIM PPI,DNMT1 inh,MsrA inhibitor,NadD inh,Rpn11 inh,CSN deneddyl inh,STEP inh,LMPTP block,Scp-1 inhibitor,TbMetRS inhib
C=CCC1(Cc2ccsc2)C(=O)NC(=O)NC1=O,0,0,1.0,-2,i,-8,-2,-2.0,10,-0.2
CC/C(=N\N1CCCCCC1)c1c(O)n(-c2ccccc2C)c(=O)[nH]c1=O,-2,-1,2.5,-3,i,-5,0,-0.9,-9,0.7
O=S(=O)(c1ccc(Cl)cc1)N1Cc2ccccc2-n2nncc2C1,3,0,1.0,-6,i,-3,4,-1.4,x,-2.2
Cc1nc2ccccc2c(=O)n1-c1ccc(F)cc1F,0,1,0.1,-1,i,1,0,-1.1,0,0.2
O=c1cccc2n1CC1CC2CN(S(=O)(=O)c2ccccc2)C1 (stereo not drawn),-1,0,1.8,3,i,2,0,-1.1,-1,-1.5
N#CC1(c2ccccc2)CCN(C2CC(=O)N(c3ccc(F)cc3)C2=O)CC1 (stereo not drawn),-3,3,0.3,0,i,-4,1,1.6,3,-0.9
CN(C)C(=O)Oc1ccc2c(c1)O/C(=C\c1ccccc1)C2=O,-35,-1,3.2,-4,i,-4,-2,1.0,-16,-0.9
COc1cc(OC)c(OC)cc1/C=C1/C(=O)NC(=O)N(Cc2ccccc2)C1=O,14,5,2.0,-1,i,9,-2,3.7,10,0.0
CC(Cc1ccsc1)NCc1cn[nH]c1-c1ccc(F)cc1F (stereo not drawn),-3,0,2.4,-4,i,1,0,-0.5,-4,0.6
CN1OC[C@@H]2CN[C@H](c3ccccc3Br)C[C@@H]21,2,1,3.3,6,i,4,-1,-1.0,0,0.5
CC(C)(C)C(=O)N1Cc2cc(N3CCCCC3)ccc2-n2nncc2C1,4,-1,2.2,-6,i,3,-2,-1.1,x,-0.9
CCCCCCC(=O)c1c(O)n(-c2ccccc2OC)c(=O)[nH]c1=O,2,1,-0.1,1,i,-1,-1,-0.1,-12,-0.6
CN1CCN(C(=O)COc2ccc(S(=O)(=O)N(C)Cc3ccccc3)cc2)CC1,-3,55*,-0.4,-2,i,-3,0,-0.9,-5,-0.2
CCCCCCC(=O)c1c(O)n(-c2ccccc2OC)c(=O)[nH]c1=O (tested in a mixture with another compound),12,3,1.3,-1,i,-1,-2,-2.2,-13,3.6
CC(=O)c1ccc(OC(NC(=O)Cc2ccccc2)C(Cl)(Cl)Cl)cc1 (stereo not drawn),0,6,1.4,-3,i,3,-2,-0.9,-12,-0.5
CC1CCCCC1NC1CCN(C)CC1 (stereo not drawn),-13,5,-0.1,1,i,6,-4,-5.1,-10,-1.8
N#CC1c2ccccc2-n2nncc2CN1S(=O)(=O)c1cc(Cl)cc(Cl)c1 (stereo not drawn),3,3,-0.1,3,i,-3,-2,-3.1,-4,-0.6
CCCCC1(CCO)C(=O)NC(=S)NC1=O,-5,1,-0.9,0,i,5,0,-0.4,-8,0.0
COc1ccc2c(c1)C13CCN(C)C(C2)C1CCC1(C3)OCCO1 (stereo not drawn),-3,4,-1.0,0,i,-4,-3,-0.7,5,-0.4
CCNC(=S)NCCC1=c2ccccc2=N/C1=C\c1c(O)n(C)c(=O)n(C)c1=O,22,-6,0.0,1,i,0,3,2.7,-5,0.8
CCCCn1c(O)c(C(CC)=Nc2ccc(C(=O)O)cc2)c(=O)[nH]c1=O,-1,0,1.1,-5,i,-2,1,-0.7,-4,0.1
COC(=O)C1=C(c2ccc(OCc3ccccc3)cc2)C[C@@H]2CC[C@H]1N2C(=O)NCCCc1ccccc1,6,-11,-1.7,0,i,-1,2,13,-11,-0.3
CCOC(=O)c1ccc(N=Cc2c(O)n(-c3ccccc3F)c(=S)[nH]c2=O)cc1,2,0,-0.6,-2,x,4,0,-2.2,-14,0.6
CCOC(=O)c1ccc(NC(=O)N2CC3CC(C2)c2cccc(=O)n2C3)cc1 (stereo not drawn),4,2,0.7,4,i,2,2,0.0,25,-0.2
COC(=O)C1=C(c2ccc(F)cc2OCc2ccccc2)C[C@@H]2CC[C@H]1N2C(=O)NCc1ccccc1,6,-2,-0.9,-3,i,2,2,4.1,1,0.4
COC(=O)C1=C(c2cccc(C#N)c2)C[C@@H]2CC[C@H]1N2C(=O)NCc1ccco1,-1,0,-0.5,1,i,-2,2,-0.8,0,-0.1
COC(=O)C1=C(C(=O)OC)C2c3ccccc3C1c1ccccc12,2,1,1.8,0,i,2,-1,-0.4,1,0.6
CCOC(=O)c1cccc(C2=C(CNC(=O)c3cccnc3)[C@H]3CC[C@@H](C2)N3Cc2ccccc2)c1,-1,-1,-0.6,1,i,1,0,-1.3,x,-1.6
COCCOC(=O)c1c(C)oc2ccc(OC(=O)N(C)C)cc12,-2,4,-0.4,-4,i,-2,-1,-1.9,-5,-0.2
CCOC(=O)[C@]12Cc3ccc4ccccc4c3[C@H]1N(Cc1ccccc1)C(=O)c1ccccc12,8,x,1.3,12,x,1,x,2.3,x,-0.2

# 4 consecutive compounds already listed, quoted:
SMILES,SUMO1-SIM PPI,DNMT1 inh,MsrA inhibitor,NadD inh,Rpn11 inh,CSN deneddyl inh,STEP inh,LMPTP block,Scp-1 inhibitor,TbMetRS inhib
N#CC1c2ccccc2-n2nncc2CN1S(=O)(=O)c1cc(Cl)cc(Cl)c1 (stereo not drawn),3,3,-0.1,3,i,-3,-2,-3.1,-4,-0.6
CCCCC1(CCO)C(=O)NC(=S)NC1=O,-5,1,-0.9,0,i,5,0,-0.4,-8,0.0
COc1ccc2c(c1)C13CCN(C)C(C2)C1CCC1(C3)OCCO1 (stereo not drawn),-3,4,-1.0,0,i,-4,-3,-0.7,5,-0.4
CCNC(=S)NCCC1=c2ccccc2=N/C1=C\c1c(O)n(C)c(=O)n(C)c1=O,22,-6,0.0,1,i,0,3,2.7,-5,0.8

# Arranged by heavy-atom count (high to low): three of the compounds above
SMILES,SUMO1-SIM PPI,DNMT1 inh,MsrA inhibitor,NadD inh,Rpn11 inh,CSN deneddyl inh,STEP inh,LMPTP block,Scp-1 inhibitor,TbMetRS inhib
CCOC(=O)[C@]12Cc3ccc4ccccc4c3[C@H]1N(Cc1ccccc1)C(=O)c1ccccc12,8,x,1.3,12,x,1,x,2.3,x,-0.2
COCCOC(=O)c1c(C)oc2ccc(OC(=O)N(C)C)cc12,-2,4,-0.4,-4,i,-2,-1,-1.9,-5,-0.2
C=CCC1(Cc2ccsc2)C(=O)NC(=O)NC1=O,0,0,1.0,-2,i,-8,-2,-2.0,10,-0.2

# Continuation:
SMILES,SUMO1-SIM PPI,DNMT1 inh,MsrA inhibitor,NadD inh,Rpn11 inh,CSN deneddyl inh,STEP inh,LMPTP block,Scp-1 inhibitor,TbMetRS inhib
O=C1NC(=O)N(CCc2ccc(F)cc2)C(=O)/C1=C/c1cccs1,7,12,2.8,17,i,2,1,1.4,6,-1.1
CC(=O)N1CN2CN(C(C)=O)CC(C(=O)c3ccccc3)(C2)C1,-3,3,-1.2,-6,i,1,-1,-0.1,-2,-1.6
Cc1ccc2c(c1)CC1(CN2C)C(=O)NC(=O)N(CCc2ccccc2)C1=O (stereo not drawn),1,-12,-0.1,5,i,1,-5,0.0,-9,-1.1
CC1=CC2OC3CC4OC(=O)C=CC=CC(=O)OCCC(C)C(O)C(=O)OCC2(CC1O)C4(C)C31CO1 (stereo not drawn),0,7,x,1,i,3,2,-1.8,2,-0.3
O=C(c1cc2cc3ccc(Cl)cc3nc2o1)N1CCC2(CC1)OCCO2,-23,-3,1.4,-3,i,4,-2,1.0,-10,0.1
C1=CC(Cc2cncs2)c2ccccc21 (stereo not drawn),1,-3,0.0,-1,i,0,0,-0.4,-2,-0.1
COc1cccc(CN2CC=C(c3ccc(F)cc3)CC2)c1,-2,0,0.3,1,i,-6,-1,-1.2,-12,-1.1
CNC(=O)O/N=C(\C)Cc1nnn(-c2cc(C)on2)n1,3,5,-0.3,-7,i,-5,-5,-2.2,8,0.0
O=[N+]([O-])c1cnc[nH]1,-3,3,0.0,4,i,-4,-2,-2.4,-4,-0.9
O=c1[nH]c(=O)n(-c2ccccc2Cl)c(O)c1C=NCCN1CCCCC1,6,-1,2.7,0,i,5,0,-6.8,-2,0.2
O=C(Oc1ccc([N+](=O)[O-])cc1)N1CCC(N2CCCCC2)CC1,-19,-1,-0.3,-3,i,0,-3,0.7,2,-0.3
CO[C@H]1[C@@H](OC)CC(OC2OC(CO)C(O)C(O)C2O)/C(=C\C#N)[C@@H]1O (stereo partly drawn),2,-2,-0.1,-7,i,-4,3,0.4,-2,-0.3
O=P(NCc1ccccc1)(Oc1ccccc1)Oc1ccccc1,-2,5,0.1,1,i,-4,0,0.0,8,0.3
Cc1sc2c(c1C)C(c1cccs1)=NCC(=O)N2CC(=O)NCc1cccs1,-2,1,0.9,1,i,-7,2,-0.5,0,-0.1
Cc1ccsc1C(=O)C1CCCN(Cc2cnc(N3CCCC3)s2)C1 (stereo not drawn),-5,0,-0.5,-4,i,1,0,1.1,-1,-0.9
FC(F)(F)c1ccccc1CNCCc1c[nH]c2ccccc12,0,4,-1.3,-9,i,-4,1,-1.7,-10,-0.7
C[n+]1c(-c2ccccc2)cc(CCCCc2cc(-c3ccccc3)[n+](C)c(-c3ccccc3)c2)cc1-c1ccccc1,-30,21,-0.5,40*,i,17,4,50*,47,-0.5
O=C(NCc1cccnc1)Nc1ccccc1Cl,1,2,-1.0,-4,i,-1,-2,-1.7,4,-0.4
CCc1ccc2nc(N3CCC(C(=O)N4CCC5(CC4)OCCO5)CC3)sc2c1,-1,3,-0.9,-5,i,-5,6,0.2,-4,-0.4
